ELG1 DNA repair – qHTS screen for small molecules that inhibit ELG1-dependent DNA repair in human embryonic kidney (HEK293T) cells expressing luciferase-tagged ELG1; HEK293T ELG1-luciferase reporter, luminescence, 16 h; DNA damage induced by 5-fluorouridine; Potency, µM (highest dose often 46.1 µM), without a hit: at the top dose activity change, negative = inhibition, hits mostly inhibitors; 2.3% of 330,000 active; further: potency means the concentration at half of the fitted maximal effect; on the % scale 0 is the no-effect control and ±100 the full control effect; nearly all actives have a fitted effect of over 55% in size
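Reporter activity after DNA damage by 5-fluorouridine is monitored. Compound-treated cells incubate 16 hr at 37 °C, then ONE-Glo is added for 30 min before luminescence reading.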
Eya2 inh – qHTS Assay for Inhibitors of the Phosphatase Activity of Eya2; Protein phosphatase EYA2 (Homo sapiens), O00167; recombinant Eya2, OMFP fluorescence dephosphorylation (OMFP is methylfluorescein phosphate); Potency, µM (titrated, usually from 76.9 µM), for the others: at the top dose activity, negative = inhibition, most hits filed as inhibitors; 0.006% of 330,000 active; AID 488837, 2010; further: potency means the concentration at half of the fitted maximal effect; on the % scale 0 is the no-effect control and ±100 the full control effect
Target sequence (O00167 whole entry, looked up): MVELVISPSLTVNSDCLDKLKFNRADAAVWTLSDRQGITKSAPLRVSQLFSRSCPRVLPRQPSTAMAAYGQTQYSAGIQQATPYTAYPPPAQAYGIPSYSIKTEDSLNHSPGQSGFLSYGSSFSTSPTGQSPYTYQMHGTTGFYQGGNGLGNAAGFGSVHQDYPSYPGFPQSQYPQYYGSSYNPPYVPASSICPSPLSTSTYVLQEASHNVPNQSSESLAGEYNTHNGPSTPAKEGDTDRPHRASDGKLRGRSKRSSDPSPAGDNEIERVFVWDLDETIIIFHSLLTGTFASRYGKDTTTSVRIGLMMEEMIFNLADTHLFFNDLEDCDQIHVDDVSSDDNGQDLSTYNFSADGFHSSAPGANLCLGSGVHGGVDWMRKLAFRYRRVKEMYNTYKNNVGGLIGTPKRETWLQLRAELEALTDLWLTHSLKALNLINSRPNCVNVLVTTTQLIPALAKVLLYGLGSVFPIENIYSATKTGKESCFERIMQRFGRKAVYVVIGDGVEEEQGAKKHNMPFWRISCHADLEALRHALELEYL
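Eya2 (0.2 uM) preincubated 10 min at ambient with compound, then OMFP substrate added at 50 uM; 10 min reaction in 50 mM HEPES pH 7.5, 50 mM NaCl, 5 uM MgCl2, 0.05% BSA, 1 mM DTT. Fluorescence read at Ex 485/Em 525 nm.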
A-T KAP1 phos – qHTS Assay for Identifying a Potential Treatment of Ataxia-Telangiectasia; […] A-T fibroblasts, KAP-1 phosphorylation AlphaLISA; neocarzinostatin DNA damage 30 min before lysis; Potency, µM (series often up to 57.5 µM), inactives show at the top dose activation, hits mostly activators; 0.19% of 320,000 active; AID 485349, 2010; further: potency means the concentration at half of the fitted maximal effect; % of control where 0% means no effect; nearly all actives have a fitted effect of over 45% in size
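ATM-like activity read as KAP-1 phosphorylation via AlphaLISA donor/acceptor antibody pairs after lysis and 6 hr at 25C. Cells were ATM-null patient fibroblasts ([…], hTERT), dosed 60 min, then exposed to the DSB inducer NCS for 30 min.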
KCNH2 3.1 block – qHTS for Inhibitors of KCHN2 3.1: Mutant qHTS. Potassium voltage-gated channel subfamily H member 2, brain isoform KCNH2 3.1 (human). U2OS KCNH2 3.1, thallium flux FluxOr; hits give low values. activity change, % (tested at about 1.8 µM). 0.95% of 340,000 active. AID 720553, 2013;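 active means maximum activity change below -70%; inconclusive means maximum activity change from -70% to -50%; inactive means maximum activity change above -50%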;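 further: thallium influx rate constant from kinetic fluorescence after stimulation buffer; on the % scale 0 is the no-effect control and ±100 the full control effect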
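Thallium flux via FluxOr fluorescence (Red40 quencher, 45 min loading) in U2OS cells virally expressing the KCNH2 3.1 isoform (1.77 x 10^8 /mL virus, overnight at 37 C). Rate constants from 2-min kinetic reads post-stimulation, normalised to positive and negative controls.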
TSHR antag – Antagonists of the Thyroid Stimulating Hormone Receptor: HTS campaign; Thyrotropin receptor (Homo sapiens), P16473; TSHR-expressing cells, TSH-stimulated cAMP HTRF, 2 h; hits give low values; activity change, negative = inhibition, % at 11.5 µM; 0.2% of 330,000 active; AID 504810, 2011;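 active means activity change below a set negative limit, meaning inhibition stronger than a set level, cut at about -70% in these data; inconclusive means activity change between two set negative limits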; further: on the % scale 0 is the no-effect control and ±100 the full control effect
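Read-out is FRET at 665 nm (cryptate excitation 337 nm) from a cryptate-tagged anti-cAMP antibody, competed by cell cAMP against cAMP-d2. Compounds are tested on freshly harvested TSHR cells challenged with 4nM TSH (EC80) for 2 hours at 37 deg C.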
TRPV1 ag – HTS Assay for Compounds that Act as Agonists of the Vanilloid Receptor 1 | activation, % at 8.33 µM | Transient receptor potential cation channel subfamily V member 1 (Homo sapiens), Q8NER1 | 0.19% of 320,000 active | TRPV1-expressing cells, Fluo-8 calcium influx, agonist mode; in the data active means activation above about 80%; inconclusive means between about 30% and that limit; further: 0% is about no effect
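TRPV1-expressing cells were cultured overnight at 35.5C and loaded with Fluo-8 calcium dye for 40 to 90 min at room temperature. After a 10 s baseline, compound was added and calcium influx was read kinetically for 3 min (ex 480/em 520 nm).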
USP2a block – qHTS Assay for Inhibitors of Ubiquitin-specific Protease USP2a Using CHOP2 as the Reporter. 0.01% of 330,000 active. Ubiquitin carboxyl-terminal hydrolase 2 (Homo sapiens), O75604. USP2 core, Ub-CHOP2 coupled fluorogenic reporter, 485/531. Potency, µM (highest dose often 38.3 µM), for the others: top-dose activity change, negative = inhibition, hits mostly inhibitors. AID 463254, 2010;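 further: potency means the concentration at half of the fitted maximal effect; plate controls were DMSO wells for no effect and full inhibition by NEM control for full effect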
Target sequence (O75604 whole entry, looked up): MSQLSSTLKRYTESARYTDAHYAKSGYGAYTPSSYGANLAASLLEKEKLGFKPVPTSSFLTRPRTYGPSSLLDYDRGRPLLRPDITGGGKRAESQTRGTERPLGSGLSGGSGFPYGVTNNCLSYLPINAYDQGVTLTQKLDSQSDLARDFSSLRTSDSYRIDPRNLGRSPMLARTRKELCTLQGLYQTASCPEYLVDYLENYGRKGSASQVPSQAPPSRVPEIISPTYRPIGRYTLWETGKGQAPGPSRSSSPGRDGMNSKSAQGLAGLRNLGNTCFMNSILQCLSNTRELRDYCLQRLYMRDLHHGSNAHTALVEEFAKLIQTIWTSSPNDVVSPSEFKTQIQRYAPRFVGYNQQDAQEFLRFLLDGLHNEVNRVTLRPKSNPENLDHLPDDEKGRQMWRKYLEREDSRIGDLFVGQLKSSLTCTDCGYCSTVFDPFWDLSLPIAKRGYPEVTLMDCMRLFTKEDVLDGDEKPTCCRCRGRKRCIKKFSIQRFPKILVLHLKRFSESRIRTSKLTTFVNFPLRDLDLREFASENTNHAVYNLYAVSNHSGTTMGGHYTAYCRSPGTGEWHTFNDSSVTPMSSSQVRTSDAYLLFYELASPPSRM
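USP2 core (10nM final) preincubated 30min RT with compound in 20mM Tris-HCl pH 8.0, 2mM CaCl2, 2mM beta-mercaptoethanol, 0.05% CHAPS; 25nM Ub-CHOP2 plus 25nM reporter substrate added, fluorescence (Ex485/Em531) read after 60min.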
TCR activator – Activators of T cell receptors: qHTS campaign; 330,000 tested, under 10 active; Potency, µM (top dose mostly 9.22 µM), for the others: at the highest dose activation of IL-2 secretion, actives largely listed as activators; AID 504894, 2011; primary human leukocytes, anti-CD3, IL-2 HTRF, 48 h; further: % of control where 0% means no effect
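Primary human leukocytes receive a-CD3 beads and test compound and are incubated 48 hr. Secreted IL-2 is then assayed by HTRF, measuring 665nm acceptor emission after 320nm excitation of the europium donor.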
Mito fusion act – qHTS Assay for Small Molecule Inhibitors of Mitochondrial Division or Activators of Mitochondrial Fusion; S. cerevisiae fusion-defective mutant growth rescue, CellTiterGlo 48 h; Potency, µM (titrated, usually from 46.1 µM), inactives show at the highest dose growth rescue (activation), hits mostly activators; 0.23% of 320,000 active;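 further: potency means the concentration at half of the fitted maximal effect; % of control where 0% means no effect; nearly all actives have a fitted effect of over 45% in size; temperature-sensitive fusion mutants such as fzo1-1 at 37 °C on non-fermentable ethanol glycerol medium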
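Temperature-sensitive fusion-defective S. cerevisiae (e.g. fzo1-1, mgm1-5) were grown with compound in YPEG medium (3% ethanol, 3% glycerol) for 48 hours at 37C. Growth rescue was measured as viability by CellTiterGlo luminescence after 10 minutes at ambient.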
KCNH2 WT inh – qHTS for Inhibitors of KCHN2 3.1: Wildtype qHTS | U2OS, BacMam KCNH2, thallium flux FluxOr; hits give low values | 0.37% of 340,000 active | activity change, % at 1.84 µM | AID 720551, 2013;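 active means maximum activity change below -70%; inconclusive means maximum activity change between -70% and -50%; inactive means maximum activity change above -50%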; further: on the % scale 0 is the no-effect control and ±100 the full control effect
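U2OS cells transduced with wild-type KCNH2 virus are loaded with FluxOr dye for 45 min, and thallium flux is measured in kinetic reads before and after stimulation buffer. Rate constants are normalized to DMSO controls.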
An asterisk follows results filed as active; ? = inconclusive; . = not tested or not shown; [ ] = another dose, or the depositor's remark. Unless noted, the call rests on the fitted dose curve; in most records, active means well fitted curve in the direction sought with a large enough effect; inconclusive means small, poorly fitted or top-dose-only effect, or another doubt; inactive means no such curve, though single readings can be large; an effect the other way counts as inactive or inconclusive.

Values run as follows: ELG1 DNA repair	Eya2 inh	A-T KAP1 phos	KCNH2 3.1 block	TSHR antag	TRPV1 ag	USP2a block	TCR activator	Mito fusion act	KCNH2 WT inh
- CN1C(=O)SC(Nc2ccc(F)cc2)C1=O (stereo not drawn)
  19%	6%	-5%	-11	4	-1	2%	10%	7%	5
- CCc1ccc(NC(=O)C2CCC(CNC(=O)[C@@H]3Cc4ccccc4CN3)CC2)cc1 (stereo partly drawn)
  11%	-5%	-5%	-6	-4	5	2%	3%	-13%	18
- CCn1nc(CC(=O)O)c2ccccc2c1=O
  7%	8%	-2%	-7	11	1	-1%	12%	3%	-8
- NC(=O)c1cccn1Cc1ccccc1Cl
  -14%	-16%	.	2	-1	-1	1%	.	5%	-301*
- CC(=O)NCC(=O)NC1CCCc2c1cnn2-c1ccc(C(C)(C)C)cc1 (stereo not drawn)
  -20%	0%	4%	-7	0	3	-1%	0%	2%	-6
- COc1ccccc1N1CCN(C(=O)CCc2nnc3ccc(N4CCOCC4)nn23)CC1
  -7%	8%	2%	4	-9	0	2%	1%	0%	-7
- Cc1cnc(NC(=O)CSc2ccc(Cl)cc2)s1
  -10%	-12%	0%	4	-16	11	2%	4%	2%	-15
- Cc1nn2c(-c3ccc(F)cc3)ccnc2c1Br
  -6%	3%	-18%	2	-6	3	6%	-4%	-4%	-7
- O=S(=O)(c1cccc(S(=O)(=O)N2CCOCC2)c1)N1CCCCC1
  7%	13%	3%	0	0	15	6%	-4%	0%	-1
- Cc1c(-n2c(-c3ccccc3)nc3ccccc3c2=O)c(=O)n(-c2ccccc2)n1C
  -9%	-5%	1%	-16	-1	?	1%	-4%	5%	-12
- CCOC(=O)/C(=N\Nc1ccccc1Cl)N(C)C1CCCCC1
  0%	8%	3%	4	0	8	-1%	-10%	-7%	-6
- COc1cccc(N2CCN(S(=O)(=O)c3cn(C)cn3)CC2)c1
  ?	-6%	-1%	44	17	-1	1%	2%	-2%	-5
- CCn1c(SCC(=O)Nc2cc(NC(C)=O)ccc2OC)nnc1-c1cccnc1
  2%	-21%	-4%	-2	8	1	-2%	-5%	-9%	-14
- C[C@H](OC(=O)NCc1ccc(C(F)(F)F)cc1)[C@@H]1O[C@@]2(C)CCC[C@@H]1O2
  14%	0%	3%	.	2	-1	1%	-2%	2%	.
- COc1ccccc1N1CCN(C(=O)c2c(C)noc2C)CC1
  -12%	-4%	1%	5	4	1	-1%	1%	-1%	31

2 records picked at random from those above:
Values run as follows: ELG1 DNA repair	Eya2 inh	A-T KAP1 phos	KCNH2 3.1 block	TSHR antag	TRPV1 ag	USP2a block	TCR activator	Mito fusion act	KCNH2 WT inh
- CCc1ccc(NC(=O)C2CCC(CNC(=O)[C@@H]3Cc4ccccc4CN3)CC2)cc1 (stereo partly drawn)
  11%	-5%	-5%	-6	-4	5	2%	3%	-13%	18
- Cc1cnc(NC(=O)CSc2ccc(Cl)cc2)s1
  -10%	-12%	0%	4	-16	11	2%	4%	2%	-15

(listing goes on)
Values run as follows: ELG1 DNA repair	Eya2 inh	A-T KAP1 phos	KCNH2 3.1 block	TSHR antag	TRPV1 ag	USP2a block	TCR activator	Mito fusion act	KCNH2 WT inh
- O=C(NC(N1CCOCC1)C(Cl)(Cl)Cl)c1ccccc1Cl (stereo not drawn)
  3%	8%	-6%	14	0	2	1%	3%	-11%	4
- CC(C)CC(C(=O)Nc1oc(-c2ccccc2)c(-c2ccccc2)c1C#N)N1C(=O)c2ccccc2C1=O (stereo not drawn)
  ?	5%	-1%	-19	-17	-2	1%	5%[46.1 µM]	-5%	-2
- Cn1ccnc1SCCNC(=O)CCc1nnc(CCCCc2ccccc2)o1
  9%	2%	2%	3	1	0	1%	3%	-2%	-2
- O=C(NCCc1ccc(Cl)cc1)C1CCCN1C(=O)Nc1ccccc1 (stereo not drawn)
  -10%	-13%	-12%	-3	-5	4	1%	.	1%	6
- N#Cc1cc(-c2ccc(Cl)cc2)cnc1Sc1ccccc1
  14%	-7%	12%	-79*	-12	.	4%	-2%	6%	8
- CC(C(=O)NCCN1C(=O)S/C(=C\c2cccnc2)C1=O)N1C(=O)c2ccccc2C1=O (stereo not drawn)
  -9%	1%	0%	18	-6	-1	1%	-14%[46.1 µM]	-2%	5
- Cc1cccn2c(=O)c3cc(S(=O)(=O)c4ccccc4)c(=N)n(CC4CCCO4)c3nc12 (stereo not drawn)
  ?	-12%	-8%	-6	-4	6	0%	-5%	-1%	9
- CCOc1ccc(NC(=O)N(CCC(C)C)C(C)c2ccco2)cc1 (stereo not drawn)
  2%	-21%	17%	8	11	24	-3%	1%	-5%	-3
- O=C(Cn1nnc(-c2ccc(CN3CCOCC3)cc2)n1)N(c1ccccc1)c1ccccc1
  -10%	2%	6%[11.5 µM]	17	-3	9	1%	-3%	0%	11
- Cc1ccc(-c2cc3c(nn2)-c2ccccc2C3=O)cc1
  ?	-14%	-4%	-5	-6	?	4%	12%	-9%	-23
- COc1ccccc1-c1cc(C(F)(F)F)nc(S(=O)(=O)CCCC(=O)O)n1
  15%	-20%	-1%	2	7	-2	-4%	3%	8%	-1
- CCOc1cc(C(=O)Nc2nnc(CC)s2)ccc1OCC(=O)N1CCOCC1
  2%	-10%	6%	.	14	-1	5%	2%	4%	-15
- CCc1cc2c(=O)c(-c3cnn(-c4ccccc4)c3)c(C)oc2cc1OCC(=O)Nc1cccc(C)c1
  0%	-17%	-3%	3	24	-5	-2%	3%[46.1 µM]	0%	-24
- O=C(c1ccco1)N(Cc1ccco1)Cc1cc2ccccc2[nH]c1=O
  -4%	6%	-3%	-2	-1	0	1%	6%	11%	1
- O=C(Nc1nnc(-c2ccccc2)o1)Nc1ccccc1Cl
  12%	14%	17%	0	18	4	0%	-5%	28%	6
- Nc1n[nH]c(N)c1N=Nc1ccc(F)cc1
  ?	3%	2%	5	8	13	-5%	4%	7%	0
- CCOC(=O)C1CCCN(C(=O)CNC(=O)Cn2ccc3ccccc3c2=O)C1 (stereo not drawn)
  1%	1%	-7%	22	8	2	1%	.	-6%	7
- CC(c1ccon1)N(C)Cc1cn[nH]c1-c1ccc(-c2ccccc2)cc1 (stereo not drawn)
  2%	-3%	-3%	-2	-9	-1	2%	1%	7%	-4
- CCOC(=O)C1(Cc2ccccc2C)CCCN(C(=O)CCc2cccnc2)C1 (stereo not drawn)
  3%	-27%	0%	-35	1	15	10%	-2%	12%	.
- Cc1c(NC(=O)CN2CCC(C(N)=O)CC2)cccc1[N+](=O)[O-]
  -2%	?	3%	-12	-3	0	0%	-5%	8%	.
- COc1ccc(C(CC(=O)N2CCOCC2)c2c(O)cc(OC)cc2OC)cc1 (stereo not drawn)
  19%	5%	3%	-3	-3	1	7%	6%	16%	4
- COc1ccc(-c2n[nH]c(=S)n2-c2ccc(C)cc2C)cc1
  -21%	-2%	-1%	-1	-17	1	-1%	-2%	-11%	9
- O=C(COC(=O)c1cccs1)Nc1ccccc1
  20%	-4%	3%	5	15	-1	-2%	9%	12%	1
- Cc1ccc2nc3sc(C(=O)Nc4c(C)[nH]c(=O)[nH]c4=O)c(N)c3cc2c1
  ?	9%	0%	8	-13	1	25%	1%[46.1 µM]	-5%	-1
- Cc1cc(C)c(S(=O)(=O)N2CCN(C(=O)C3CCCO3)CC2)c(C)c1 (stereo not drawn)
  -2%	-4%	6%	1	14	0	2%	-12%	1%	6
- COc1ccc(S(=O)(=O)NCCc2nnc3ccc(SCc4cccnc4)nn23)cc1
  5%	-5%	-2%	0	5	3	-4%	-3%	-1%	1

Structures listed so far that have two or more sulfur atoms (3):
Values run as follows: ELG1 DNA repair	Eya2 inh	A-T KAP1 phos	KCNH2 3.1 block	TSHR antag	TRPV1 ag	USP2a block	TCR activator	Mito fusion act	KCNH2 WT inh
- Cc1cnc(NC(=O)CSc2ccc(Cl)cc2)s1
  -10%	-12%	0%	4	-16	11	2%	4%	2%	-15
- O=S(=O)(c1cccc(S(=O)(=O)N2CCOCC2)c1)N1CCCCC1
  7%	13%	3%	0	0	15	6%	-4%	0%	-1
- COc1ccc(S(=O)(=O)NCCc2nnc3ccc(SCc4cccnc4)nn23)cc1
  5%	-5%	-2%	0	5	3	-4%	-3%	-1%	1

Some of the compounds tested. The share of hits here may be higher or lower than overall.
